Assay outcomes: PubChem BioAssay, several laboratories
AGP1-GFP MLPCN: modulators of AGP1-GFP expression in yeast TOR pathway, primary screen, cell-based, multiplex flow cytometry, S. cerevisiae, MLPCN library | 3 h; GFP as percent of DMSO wells | GFP response vs DMSO, % at 10 µM | 320,000 compounds, 0.02% hits;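 active = GFP response relative to DMSO above a set limit, near screen average plus 3 SD, cut at about 150% in these data; inconclusive = fewer than 70 cells counted for the yeast strain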;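 also: median GFP channel fluorescence of the gated AGP1 strain per well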
CIT2 TOR yeast: modulators of CIT2-GFP expression in yeast, primary screen, S. cerevisiae, GFP fusion, multiplex flow cytometry, MLPCN library. GFP response vs DMSO, % at 10 µM. 320,000 compounds, 0.065% hits. S. cerevisiae CIT2-GFP strain, 3 h; 100 means same as DMSO wells. AID 2029, 2009;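 active = GFP response relative to DMSO above a set limit, near the screen mean plus 3 SD, cut at about 150% in these data; inconclusive = Fewer than 70 cells measured for a yeast strain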;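 also: ratio of well median GFP fluorescence to mean of DMSO wells on the plate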
Yeast superoxide: reduction of superoxide in aged yeast, primary screen, HTS. 330,000 compounds, 0.18% hits. S. cerevisiae aged cells, superoxide DHE fluorescence; stronger effect = lower value. superoxide response (% of plate mean), % at 10 µM. AID 2690, 2010;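 active = superoxide response under a set limit, about three screen SD below normal, cut at about 65% in these data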;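 also: yeast aged for seven days with compound at 30 °C before DHE staining; 100% = average MFI of all compound-treated wells on the plate with controls excluded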
LAP4 TOR yeast: modulators of LAP4-GFP expression in yeast, primary screen, S. cerevisiae, multiplex flow cytometry, MLPCN library; GFP response vs DMSO, % at 10 µM; 320,000 compounds, 0.34% hits; AID 2023, 2009; 3 h; median GFP as percent of DMSO wells;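 active = GFP response vs DMSO above a set limit, about the screen mean plus 3 SD, cut at about 150% in these data; inconclusive = under 70 cell events counted for the yeast strain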
Efflux pump mplx: inhibitors of Candida efflux pumps in yeast, primary screen, S. cerevisiae, Nile Red, multiplex. S. cerevisiae Candida pump triplex. inhibition, % at 10 µM. 330,000 compounds, 0.44% hits. AID 485275, 2010;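 active = plate passing quality check with inhibition over a set limit, or well fluorescence over plate mean plus 4 SD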;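 also: Nile Red retained in pooled yeast measured as flow cytometry median fluorescence; 0% = buffer negative control and 100% = Enniatin B positive control; higher means more Nile Red kept so more efflux inhibition; some compounds called inactive have numbers as strong as hits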
RPL19A TOR yeast: RPL19A-GFP expression modulators in yeast, primary screen, cell-based, S. cerevisiae, multiplex flow cytometry, MLPCN; S. cerevisiae RPL19A-GFP strain, 3 h; stronger effect = lower value; percent response vs DMSO, % at 10 µM; 330,000 compounds, 0.3% hits; AID 2025, 2009;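 active = percent response vs DMSO below 50%; inconclusive = fewer than 70 events counted for the yeast strain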;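 also: median channel GFP fluorescence of the barcoded RPL19A-GFP strain; ratio of sample median GFP to plate DMSO average so 100% = DMSO; lower means less RPL19A-GFP as with rapamycin TOR inhibition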
MEP2 TOR yeast: modulators of MEP2-GFP levels in yeast, primary screen, S. cerevisiae, multiplex flow cytometry, MLPCN library | S. cerevisiae MEP2-GFP strain, 3 h; 100% = DMSO control level | GFP response vs DMSO, % at 10 µM | 330,000 compounds, 0.51% hits | AID 2016, 2009;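 active = GFP response versus DMSO above a set limit, roughly screen mean plus 3 SD, cut at about 180% in these data; inconclusive = fewer than 70 cells counted for a yeast strain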;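 also: median GFP fluorescence of the barcode-gated MEP2-GFP cells per well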
AHR act: AHR activators, primary screen, cell-based, luminescence, luciferase reporter, human; AHR-responsive luciferase reporter cells; activation, % at 5 µM; 320,000 compounds, 2.5% hits; AID 2796, 2010; in the data active = activation above about 47%;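 also: 0% = vehicle wells and 100% = reference agonist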
Target sequence (P35869 whole entry, looked up): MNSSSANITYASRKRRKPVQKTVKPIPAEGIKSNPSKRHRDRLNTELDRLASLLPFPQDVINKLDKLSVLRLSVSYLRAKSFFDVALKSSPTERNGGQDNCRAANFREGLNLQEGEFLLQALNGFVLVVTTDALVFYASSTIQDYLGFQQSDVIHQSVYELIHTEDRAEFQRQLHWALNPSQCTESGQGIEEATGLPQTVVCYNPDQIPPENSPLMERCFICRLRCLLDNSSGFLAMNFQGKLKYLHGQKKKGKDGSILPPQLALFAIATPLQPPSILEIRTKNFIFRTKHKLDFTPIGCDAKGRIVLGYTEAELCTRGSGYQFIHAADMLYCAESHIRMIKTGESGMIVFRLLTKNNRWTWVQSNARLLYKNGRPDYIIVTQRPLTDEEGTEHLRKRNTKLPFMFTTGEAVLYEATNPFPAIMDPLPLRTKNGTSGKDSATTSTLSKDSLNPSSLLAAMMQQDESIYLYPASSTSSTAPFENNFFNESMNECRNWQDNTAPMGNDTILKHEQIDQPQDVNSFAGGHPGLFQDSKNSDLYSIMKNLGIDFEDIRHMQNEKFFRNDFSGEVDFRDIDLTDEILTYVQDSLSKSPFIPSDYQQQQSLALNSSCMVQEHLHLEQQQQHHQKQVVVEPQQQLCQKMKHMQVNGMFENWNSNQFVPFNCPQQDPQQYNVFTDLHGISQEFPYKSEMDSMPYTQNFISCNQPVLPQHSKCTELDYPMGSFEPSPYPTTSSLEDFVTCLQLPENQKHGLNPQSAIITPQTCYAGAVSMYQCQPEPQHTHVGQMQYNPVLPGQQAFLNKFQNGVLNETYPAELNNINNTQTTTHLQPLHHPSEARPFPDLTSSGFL
* marks the source's active call; other numbers are inactive results; i = inactive; ? = inconclusive; / = not tested or not shown; [ ] = remark or other dose. This is a subset, so the mix of outcomes need not match the whole.

Each structure is followed by: Efflux pump mplx	AHR act	LAP4 TOR yeast	MEP2 TOR yeast	RPL19A TOR yeast	AGP1-GFP MLPCN	Yeast superoxide	CIT2 TOR yeast
CC(=NCCN1CCCCC1)c1c(O)[nH]c(=O)[nH]c1=O
    0.0	-3	110	102	104	100	103	/
COC(=O)C1=C(c2ccc(Cl)c(C(F)(F)F)c2)C[C@@H]2CC[C@H]1N2C(=O)NCc1ccc2c(c1)OCO2
    0.0	0	98	91	96	99	96	95
CC12CCCCC1N(O)CN2O (stereo not drawn)
    -0.4	1	95	93	91	94	88	105
C[C@]12C[C@@H](O)[C@H](O)CC1=CCC1C2CC[C@]2(C)C(=O)CCC12 (stereo partly drawn)
    0.0	-2	94	109	101	104	91	111
CCOC(=O)c1cccc(NC(=O)c2c(O)[nH]c(=O)[nH]c2=O)c1
    -0.1	1	104	94	101	90	97	88
Cc1nc2ccsc2c(=O)n1-c1ccccc1Cl
    0.0	-2	107	105	108	113	95	102
CN(C)C(=O)Oc1ccc(OCc2cccc[n+]2C)cc1
    -0.2	0	89	109	109	95	86	113
Cc1cccn2c(=O)c3cc(C(=O)N4CCC5(CC4)OCCO5)n(C)c3nc12
    0.0	7	106	101	100	100	99	96
CC1CC(OC(=O)c2ccccc2)CC(C)N1C (stereo not drawn)
    0.0	-2	125	115	97	112	95	101
C[C@H](NC(=O)N1C[C@H]2C[C@@H](C1)c1cccc(=O)n1C2)C(=O)Nc1cccc(F)c1
    0.0	0	99	105	101	102	113	100
CN(C)c1ccc(NC(=O)CN2C(=O)CN=C(c3ccccc3)c3cc(Cl)ccc32)cc1
    -0.1	2	103	99	100	106	89	100
CC(CC(C#N)(c1ccccc1)c1ccccc1)N(C)C (stereo not drawn)
    0.1	0	112	107	103	104	92	102
C=Cn1ccnc1P(=S)(c1nccn1C=C)C1CCCCC1
    -0.1	0	98	97	102	99	86	108
CCCC[C@@H](C)C[C@@H](C)C(=O)N(C)[C@@H](CC(C)C)C(=O)N[C@H](C(=O)N(C)[C@H](C(=O)N1C[C@@H](O)C[C@H]1C(=O)N1C(=O)C=C[C@@H]1C)C(C)C)C(C)OC(C)=O (stereo partly drawn)
    0.5	-5	109	103	104	106	86	92
CN=C(SCC(=O)c1cccc(Cl)c1)c1c(O)n(C)c(=O)n(C)c1=O
    0.0	-8	94	91	95	100	103	95
CN1C(=O)C(=Cc2ccc(N3CCCCCC3)o2)C(=O)N(C)C1=S
    0.0	4	108	109	/	102	109	102
O=[N+]([O-])c1cc([As](=O)(O)O)ccc1O
    -0.1	-2	107	95	100	99	112	111
COC(=O)C1=C(c2c(C)noc2C)C[C@@H]2CC[C@H]1N2C(=O)N1CCOCC1
    -0.2	0	112	116	103	109	98	106
O=C1NC(=O)N(c2ccccc2F)C(=O)/C1=C/c1ccc(Sc2nc3ccccc3[nH]2)o1
    -0.1	9	102	97	96	99	102	100
O=C1/C(=C\c2ccncc2)N2CCC1CC2
    0.1	-1	99	93	90	95	89	88
CC(=O)NC1C(OC(=O)Cc2ccccc2)OC(COC(C)=O)C(OC(C)=O)C1OC(C)=O (stereo not drawn)
    0.1	0	111	102	109	110	104	107
COC(=O)C1=C(c2cc3ccccc3o2)C[C@@H]2CC[C@H]1N2C(=O)NC(C)C
    0.0	2	102	96	99	87	106	78
CC[C@H]1CN(C)CCc2c([nH]c3ccccc23)C(=O)C[C@@H]1/C(=C\OC)C(=O)OC
    0.1	11	106	105	95	101	107	103
CC(Cc1ccccc1)NC(=O)/C=C/C(=O)O (stereo not drawn)
    0.0	-3	97	106	105	107	98	99
O=C1N(c2ccc(Cl)cc2)C(c2cccnc2)N2CCCN12 (stereo not drawn)
    0.0	1	95	106	108	95	108	109
CC1CCC(C(=O)NC(C(=O)N2CCC3(CC2)OCCO3)C(C)C)CC1 (stereo not drawn)
    0.0	0	102	116	97	98	98	101
Cc1c(NC(=O)C(C)OC(=O)Cc2ccccc2)c(=O)n(-c2ccccc2)n1C (stereo not drawn)
    -0.1	0	105	114	98	100	105	99
COC(=O)C1=C(c2ccc(OC(F)(F)F)cc2)C[C@@H]2CC[C@H]1N2C(=O)NCC1CC1
    0.2	0	93	97	92	93	110	92
COP(=O)(OC)C(NC(C)=O)C(Cl)(Cl)Cl (stereo not drawn)
    -0.1	0	110	90	96	98	107	89
CCN1C[C@]2(CO)CC[C@H](OC)[C@@]34C2[C@H](OC)[C@@](O)(C13)[C@@]1(O)C[C@H](OC)[C@H]2C[C@@H]4[C@@H]1[C@H]2OC
    -0.1	-1	77	88	97	76	84	83
CCC(CC)NCc1c[nH]c2ccccc12
    0.1	22	103	99	101	104	116	95
O=C(C(=O)N1CCOCC1)c1cn(Cc2ccccc2)c2ccccc12
    -0.1	-1	99	92	96	97	88	93
COC(=O)C1C2c3ccccc3C(c3ccccc32)C1C(=O)OC (stereo not drawn)
    0.0	1	99	110	107	100	84	102
O=C(COc1ccc2ccccc2c1)N1CCN(C2CCN(Cc3ccccc3)CC2)CC1
    -0.2	3	92	92	92	92	i	95
O=C(N/N=C/c1c(O)n(Cc2ccc(F)cc2)c(=S)[nH]c1=O)c1ccncc1
    -0.3	7	107	98	98	105	114	106
COc1cc2c3cc1Oc1cc(ccc1O)C[C@@H]1c4c(cc(OC)c(O)c4Oc4ccc(cc4)C[C@H]3N(C)CC2)CCN1C
    -0.1	-1	123	97	101	90	95	90
O=C1CSC2N1CCNC21CCCCC1 (stereo not drawn)
    0.0	-3	91	102	96	90	105	98
COc1ccc(OC)c(CN2CCN(C(=O)COc3cccc(C)c3)CC2)c1
    0.0	5	103	112	98	106	109	108
Cc1ccc(OCC(=O)NCCN2CCN(C(=O)COc3ccc(C)cc3)CC2)cc1
    0.1	1	86[may fluoresce violet]	251*[may fluoresce violet]	50[may fluoresce violet]	?	106	?
CN1C(=O)N(C)C(=O)C2(Cc3cc([N+](=O)[O-])ccc3N(C)C2)C1=O
    0.0	0	101	105	107	113	95	117
Cc1sc2nc(COC(=O)Cc3ccccc3)[nH]c(=O)c2c1C
    -0.3	4	99	97	96	100	78	93
CC1CN2c3ccc([N+](=O)[O-])cc3CC3(C(=O)N(C)C(=O)N(C)C3=O)C2C(C)O1 (stereo not drawn)
    -0.2	-2	97	92	90	95	113	88
COC(=O)C1=C(c2cccc(OCc3ccccc3)c2)C[C@@H]2CC[C@H]1N2C(=O)NCc1ccccc1C(F)(F)F
    0.5	1	99	90	95	98	100	95
CCOC(=O)c1ccc(N2C(=O)CC(N3CC=C(c4ccc(F)cc4)CC3)C2=O)cc1 (stereo not drawn)
    0.1	4	91	90	101	93	95	/
CC(C)(C)n1cc(C(=O)c2ccc3ccccc3c2O)cn1
    -0.3	-4	100	99	97	104	88	101
O=S(=O)(c1ccc(F)cc1)N1CN2CCN(C2)C1
    -0.2	1	82	99	93	86	92	100
CCCC(=O)c1c(O)[nH]c(=O)[nH]c1=O
    -0.1	-1	93	99	96	99	103	103
NC(=O)CSc1nnc([C@@H](N)Cc2c[nH]c3ccccc23)o1
    -0.2	24	103	103	89	96	81	100
c1ccc(C2NCc3ccccc3-n3cccc32)cc1 (stereo not drawn)
    0.2	-1	100	108	101	104	103	104
Cc1ccc(C)c(NC(=O)CCNC(=O)N2C[C@H]3C[C@@H](C2)c2cccc(=O)n2C3)c1
    -0.1	0	112	110	106	109	97	112
N#CCCn1cc(C(=O)NCc2ccccc2)c(-c2ccc3c(c2)OCCO3)n1
    0.1	0	100	98	101	104	102	103
COc1ccccc1NC(=O)c1cn(CCC#N)nc1-c1ccc(F)cc1
    0.0	/	94	94	106	102	104	94
N[C@@H]1C[C@H]1c1ccccc1
    0.0	3	136	104	98	87	98	78
CCCCSC1=NN1c1nc(N)nc(C)c1CC
    0.0	6	101	105	107	105	97	103
Cc1c(C(=O)Nc2ccccc2)cc(-c2ccccc2)n1CCCN1CCOCC1
    -0.2	3	109	101	98	119	88	106
COCCCNC(=O)c1c(NC(=O)c2ccccc2Cl)n(Cc2ccccc2)c2nc3ccccc3nc12
    -0.2	2	105	106	109	113	96	105
CCCCn1c(O)c(C=NCCCn2ccnc2)c(=O)[nH]c1=O
    0.1	11	89	95	88	86	108	89
N[C@@H](Cc1c[nH]c2ccccc12)c1nnc(SCc2ccccc2F)o1
    -0.1	42	95	98	94	91	104	93
Cc1ccc(-c2nc3ccccc3c(=O)n2-c2ccccn2)cc1
    -0.4	11	99	102	98	90	91	96
CCc1ccccc1NC(=O)CNCc1ccccc1
    -0.1	-4	97	98	95	97	115	93
O=C1NC(=O)C(CCc2ccncc2)(Cc2ccc3c(c2)OCO3)C(=O)N1CCc1ccccc1 (stereo not drawn)
    -0.1	18	109	111	103	109	94	107
C=CCn1c(O)c(C(CC)=NC(C)c2ccccc2)c(=O)[nH]c1=O (stereo not drawn)
    -0.1	1	106	102	104	104	88	111
